# Source: PubChem (National Center for Advancing Translational Sciences (NCATS))
# uPA surface inh – blocks generation of uPA at the cell surface; cell surface uPA generation assay, qHTS; Potency, µM (series often up to 38.3 µM), without a hit: top-dose activity change, negative = inhibition, actives largely listed as inhibitors; actives 0.31% (n = 330,000); AID 540303; active = well fitted inhibition curve with a large enough effect; inconclusive = small, poorly fitted or top-dose-only effect; inactive = no such curve, though single readings can be large or run the other way; tested in mouse RAW 264.7 cells; note: potency is the fitted concentration of half-maximal effect; nearly all actives have a fitted effect of over 55% in size
# USP2a inh – USP2a (human) protease inhibition; O75604; USP2 core, Ub-CHOP2 coupled fluorogenic reporter, 485/531; Potency, µM (doses to about 38.3 µM), for inactives: at the top dose activity change, negative = inhibition, most hits filed as inhibitors; actives 0.01% (n = 330,000); AID 463254;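 note: potency is the fitted concentration of half-maximal effect; plate controls were DMSO wells for no effect and full inhibition by NEM control for full effect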
#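 Cell-free coupled assay: 10nM USP2 core preincubated 30min RT with compound in Tris-HCl pH 8.0/CaCl2/CHAPS buffer, then 25nM Ub-CHOP2 and 25nM reporter substrate; fluorescence (Ex 485/Em 531) read after 60min RT, normalized to NEM inhibition, concentration-response curves fitted.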
# Chronic BCR inh – chronic active BCR signaling inhibition; ABC-DLBCL IkBa-CBG/CBR reporter, luminescence ratio, 4 h; Potency, µM (top dose mostly 46.1 µM), inactives show at the top dose ratio change, negative = lower green/red ratio, hits mostly inhibitors; actives 0.05% (n = 340,000); AID 493014; active = well fitted inhibition curve with a large enough effect in the signal ratio, with a control signal flat, not every such curve was filed as active; inconclusive = small, poorly fitted or top-dose-only effect, or effect the other way, or a change in a side signal; the % refers to the signal ratio;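 note: potency is the fitted concentration of half-maximal effect; plate controls were basal doxycycline-induced cells for no effect and cells given 10 µM MG132 for full effect; MG132 reads +100%, hits lower the ratio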
#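 Concentration-response series (up to 46 uM) were applied to TMD8 dual-reporter cells for 4 h at 37C with doxycycline. Green/red ratio, after filter-overlap correction, defined %Activity; red signal alone was normalised to basal cells and zero luminescence.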
# Eya2 phos inh – Eya2 (human) phosphatase inhibition | O00167 | actives 0.006% (n = 330,000) | Potency, µM (doses to about 76.9 µM), for inactives: top-dose activity, negative = inhibition, usual class: inhibitors | recombinant Eya2, OMFP fluorescence dephosphorylation (OMFP is methylfluorescein phosphate) | AID 488837; note: potency is the fitted concentration of half-maximal effect
#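 Eya2 protein (added as 0.2 uM solution) was preincubated with compound for 10 min at ambient temperature in 50 mM HEPES pH 7.5, 50 mM NaCl, 5 uM MgCl2, 0.05% BSA, 1 mM DTT. OMFP (added at 50 uM) then reacted 10 min; fluorescence read at 485/525 nm.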
# PKM2 act – increases activity of human pyruvate kinase M2 | P14618 | purified PKM2, Kinase-Glo ATP luminescence, activation; response scale: 0% is enzyme alone, no compound | Potency, µM (highest dose often 57.5 µM), without a hit: at the highest dose activation, actives largely listed as activators | actives 0.34% (n = 260,000) | AID 1631; note: potency is the fitted concentration of half-maximal effect; nearly all actives have a fitted effect of over 55% in size
# Target sequence (P14618 whole entry, looked up): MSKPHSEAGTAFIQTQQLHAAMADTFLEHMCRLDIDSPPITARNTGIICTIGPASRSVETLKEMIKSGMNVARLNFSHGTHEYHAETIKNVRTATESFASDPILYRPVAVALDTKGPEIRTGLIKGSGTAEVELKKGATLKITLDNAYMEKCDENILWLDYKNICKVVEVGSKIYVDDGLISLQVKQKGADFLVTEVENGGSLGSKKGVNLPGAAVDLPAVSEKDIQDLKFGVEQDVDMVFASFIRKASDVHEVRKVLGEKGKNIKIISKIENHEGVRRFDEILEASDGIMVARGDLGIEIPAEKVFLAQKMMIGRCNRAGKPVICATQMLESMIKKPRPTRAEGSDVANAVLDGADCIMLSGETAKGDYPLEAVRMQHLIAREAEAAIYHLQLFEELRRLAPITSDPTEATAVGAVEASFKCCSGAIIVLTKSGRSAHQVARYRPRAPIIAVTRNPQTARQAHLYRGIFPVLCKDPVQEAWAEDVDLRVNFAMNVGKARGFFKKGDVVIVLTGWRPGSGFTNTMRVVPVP
#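 hPK-M2, >95% pure; 0.1 mM ADP / 0.5 mM PEP final; imidazole pH7.2 buffer w/ 7 mM MgCl2, 50 mM KCl; 1 h RT; Kinase-Glo lum. Intermediate enzyme activity for dual inhibitor/activator qHTS.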
# Giardia kill – kills Giardia lamblia; actives 0.15% (n = 340,000); Giardia lamblia trophozoite viability; activity change, % at 7.66 µM, hits read low; in the data active = activity change below about -80%; inconclusive = between about -30% and that limit;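 note: parasites exposed to compound for two days anaerobically before the ATP read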
#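 Media and compound were dispensed first, then trophozoites at 100 cells/well; plates sat 48 hrs at 37 deg C without oxygen before ATP luminescence reagent was added and read after 15-30 min at room temperature.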
# B2AR arrestin – agonists driving beta-arrestin recruitment to human beta2-adrenergic receptor. P07550. AID 492947. beta-arrestin recruitment to beta2AR, cell-based reporter. actives 0.02% (n = 330,000). Potency, µM (doses to about 46.1 µM), inactives show at the top dose activation, most hits filed as activators;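 note: potency is the fitted concentration of half-maximal effect; 0% = DMSO controls and full agonism = EC100 isoproterenol or metaproterenol; nearly all actives have a fitted effect of over 65% in size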
# Target sequence (P07550 whole entry, looked up): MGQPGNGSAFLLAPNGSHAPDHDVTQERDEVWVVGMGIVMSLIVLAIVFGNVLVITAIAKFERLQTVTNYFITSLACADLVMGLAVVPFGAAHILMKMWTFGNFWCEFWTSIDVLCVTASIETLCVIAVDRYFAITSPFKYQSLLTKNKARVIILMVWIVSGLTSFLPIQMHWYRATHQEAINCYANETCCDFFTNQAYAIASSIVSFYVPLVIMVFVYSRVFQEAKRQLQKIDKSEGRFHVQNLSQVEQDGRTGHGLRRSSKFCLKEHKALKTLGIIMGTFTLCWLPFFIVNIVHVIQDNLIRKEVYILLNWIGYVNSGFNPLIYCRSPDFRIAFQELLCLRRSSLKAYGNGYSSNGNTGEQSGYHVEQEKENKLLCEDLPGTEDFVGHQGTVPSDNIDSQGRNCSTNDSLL
# FBPA coupling cs – counter-screen for Giardia aldolase inhibitors: coupling enzyme system. coupling enzyme system counterscreen, AmpLite Red fluorescence. activity change, negative = inhibition, % at 58.2 µM, hits read low. actives 0.67% (n = 290,000); in the data active = activity change below about -30%
#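 Fluorescence at 525 nm excitation and 598 nm emission measured inhibition of the coupled detection system without aldolase. Compounds (at 57.5 uM final) were preincubated 10 min at room temperature with coupling enzyme reagent before a 20 min substrate/AmpLite Red step.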
# GALK inh – inhibitors of human galactokinase; Purified GALK, Kinase-Glo residual ATP luminescence; Potency, µM (highest dose often 57.5 µM), without a hit: at the top dose activity change, negative = inhibition, hits mostly inhibitors; actives 0.007% (n = 270,000); AID 1868; note: potency is the fitted concentration of half-maximal effect
#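 Compounds were pin-transferred into ATP buffer (35 uM final), then GALK plus galactose (5 nM, 100 uM final) was added. After 1 h at room temperature, Kinase-Glo Plus was added and luminescence read after 10 min.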
# KCNH2 3.1 block – inhibitors of human KCNH2 3.1 potassium channel isoform; activity change, % (tested at about 1.8 µM); U2OS KCNH2 3.1, thallium flux FluxOr; hits give low values; actives 0.95% (n = 340,000);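 active = maximum activity change below -70%; inconclusive = maximum activity change from -70% to -50%; inactive = maximum activity change above -50%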;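 note: thallium influx rate constant from kinetic fluorescence after stimulation buffer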
#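 Kinetic fluorescence (2 min after stimulation buffer) measures Tl+ influx through KCNH2 3.1 expressed by viral transduction in U2OS cells; the rate constant is normalized against DMSO controls serving as positive and negative references.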
# hERG WT inh – KCNH2 (human, wildtype) channel inhibition; Q12809; actives 0.37% (n = 340,000); U2OS, BacMam KCNH2, thallium flux FluxOr; hits give low values; activity change, % at 1.84 µM; AID 720551;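 active = maximum activity change below -70%; inconclusive = maximum activity change between -70% and -50%; inactive = maximum activity change above -50%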
#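 U2OS cells were transduced with wild-type KCNH2 virus (2.03 x 10^8 / mL) for 4 h at room temperature, then cultured overnight at 37 C. Thallium flux was read with FluxOr dye. Rate constants were normalized to DMSO controls.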
# * = called active by the depositor; ? = inconclusive; . = no result given; [ ] = another dose, or the depositor's remark. Unless noted, calls come from the whole dose curve; as a rule, active = well fitted curve in the direction sought with a large enough effect; inconclusive = small, poorly fitted or top-dose-only effect, or another doubt; inactive = no such curve, though single readings can be large; an effect the other way counts as inactive or inconclusive. Unless noted, % is set by controls: 0 for no effect and ±100 for the full control effect.
SMILES,uPA surface inh,USP2a inh,Chronic BCR inh,Eya2 phos inh,PKM2 act,Giardia kill,B2AR arrestin,FBPA coupling cs,GALK inh,KCNH2 3.1 block,hERG WT inh
CNC(=O)c1ccsc1NC(=O)CN1C(=O)CCC1=O,9%,-1%,-2%,-6%,-1%,24,-0.4%,1,0%,5,-13
COc1cccc(C(=O)NCC(=O)NCc2cc(=O)n(C)c(=O)n2C)c1,1%,3%,-15%,-4%,1%,7,-0.9%,0,10%,9,-6
CC(C)C(=O)NC(=O)COC(=O)/C=C/c1cccs1,2%,8%,7%,4%,-11%,-11,-0.2%,-4,2%,5,0
Cc1cc(=O)[nH]c2ccc(S(=O)(=O)Nc3ccc(O)cc3)cc12,-6%,-4%,?,-15%,2.2µM*,-21,-0.1%,-2,4%,9,3
COc1cc(OC)c(OC)cc1/C=N/Nc1ncnc2c1[nH]c1ccccc12,6%,2%,5%,-2%,-8%,39[activator],-0.6%,6,0%,10,18
Cc1cc(C(=O)CSc2nnc(-c3ccco3)o2)c(C)n1-c1ccc2c(c1)OCCO2,-3%,2%,-1%,-7%[15.4 µM],16%,-1,0.5%,-17,1%,-13,-1
COc1cccc(OCc2cc(C(=O)N3CCN(c4ccccc4OC)CC3)no2)c1,13%,-1%,0%,-1%,30%,1,0.2%,0,0%,-13,1
CCOc1ccc(N2CC(C(=O)Nc3ccc(F)cc3F)CC2=O)cc1 (stereo not given),2%,2%,2%,-10%,-13%,3,1.8%,-2,2%,14,17
CC(OC(=O)c1ccc(NS(=O)(=O)c2ccc3[nH]c(=O)[nH]c3c2)cc1)C(=O)Nc1ccc(Cl)cc1 (stereo not given),0%,-7%,-2%,-6%,-3%,-12,-0.2%,4,-1%,-11,-12
Cc1cccc2cc(CN(Cc3ccco3)C(=O)c3ccco3)c(=O)[nH]c12,4%,1%,-4%,15%,.,11,0.0%,0,-2%,-17,7
CCOC(=O)c1ccccc1NC(=O)c1ccccc1NS(C)(=O)=O,1%,1%,3%,-4%,-18%,16,-0.2%,-1,2%,-2,3
CC(=O)N1CCN(S(=O)(=O)c2cccc(C(=O)NNC(=O)Cn3nc(C)cc3C)c2)CC1,-11%,0%,2%,-1%,.,-10,0.1%,.,.,15,-22
Cc1ccc(C(=O)N/C(=C/c2cccs2)C(=O)NCc2ccco2)cc1,-1%,?,-2%,4%,1%,-5,-0.4%,2,2%,6,2
CCCCNc1cc(=O)oc2ccccc12,-8%,0%,-2%,7%,0%,14,0.1%,1,0%,13,3
CCOC(=O)N1CCC(NC(=O)c2oc3c(F)cccc3c2C)CC1,0%,0%,?,5%,.,18,0.5%,1,7%,-7,-19
O=C(NCc1ccco1)C12CN(Cc3ccccc3)CC1C(c1ccc([N+](=O)[O-])cc1)=NO2 (stereo not given),0%,-1%,?,9%,4%,10,-0.3%,-1,-1%,?,4
Cc1csc(=O)n1CC(=O)OCc1nnc(-c2ccc(Cl)cc2)o1,7%,2%,-23%,-8%,.,15,0.1%,.,.,-7,6
COc1ccc(NC(=O)CCN2CCCCCC2)cc1,8%,1%,-10%,-1%,-4%,12,-0.4%,3,0%,2,12
COC(=O)c1ccc(NC(=O)Cc2ccccc2)cc1,-2%,1%,3%,12%,7%,6,0.6%,-2,0%,4,-6
COc1ccc(Cn2nnnc2C(c2ccccc2Cl)N2CCC(C(N)=O)CC2)cc1 (stereo not given),-3%,1%,?,5%,-1%,7,-0.2%,1,2%,-4,0
Cc1nc(N2CCOCC2)sc1C(=O)NN,-5%,0%,?,2%,8%,5,0.4%,-12,-1%,19,-9
COc1ccc(/C(C)=N/NC(=O)CNC(=O)c2ccco2)cc1,6%,-2%,1%,-7%,.,1,-0.7%,1,0%,1,-3
COc1cccc(CN(C)C(=O)C2CC(=O)N(c3ccc4c(c3)OCCO4)C2)c1 (stereo not given),0%,0%,-10%,0%,.,7,0.1%,.,.,11,-2
Cc1ccc(N2CC(C)Cn3c2nc2c3c(=O)n(CC(=O)OCc3ccccc3)c(=O)n2C)cc1C (stereo not given),.,-2%,-2%,-18%,-1%,29,-0.2%,2,1%,-3,-11
CCN1C(=O)c2ccccc2S(=O)c2ccc(C(=O)N3CCN(C(=O)c4ccco4)CC3)cc21 (stereo not given),-11%,0%,4%,8%,-2%,7,0.2%,0,-1%,5,5
COc1ccc(C(=O)C2CCCN(Cc3ccc4nonc4c3)C2)c(OC)c1 (stereo not given),0%,-5%,9%,-6%,-2%,8,0.0%,-9,2%,-33,6
COc1ccc(CCNC(=O)[C@H](C)NC(=O)[C@@H]2CSC3c4ccccc4C(=O)N32)cc1 (stereo not given in full),-3%,2%,-7%,11%,.,-13,-0.9%,.,6%,7,0
CCCCN=Cc1c(C)[nH]n(-c2ccccc2)c1=S,4%,2%,?,1%,-16%,-18,8.0%,-14,0%,15,2
O=C(c1ccc2nc[nH]c2c1)N1CCc2ccccc2C1,6%,-1%,2%,17%,7%,-12,0.2%,4,-3%,-6,9
O=C(OC(C(=O)NCc1cccs1)c1ccccc1F)c1ccco1 (stereo not given),7%,2%,10%,4%,-1%,14,-0.3%,0,-2%,3,0
CCOc1ccc(C(=O)OC2CCN(C)CC2)cc1,4%,5%,7%,-8%,0%,10,0.0%,0,1%,0,1
Cc1c(C)c2ccc(OCC(=O)N3CCC[C@@H]3C(=O)O)c(C)c2oc1=O,9%,0%,0%,-5%,-2%,-19,-0.3%,6,.,2,1
Cc1cc(C(=O)NCCCOC(C)C)c2ccccc2n1,.,5%,-5%,11%,-1%,12,0.7%,2,.,4,-4
COc1cc(/C=C2/C(=N)N3N=C(C(C)C)SC3=NC2=O)ccc1OS(=O)(=O)c1ccccc1,0%,-4%,4%,-6%,15%,10,-0.3%,10,1%,-17,-6
O=C(CSCc1c(F)cccc1Cl)Nc1cccnc1,10%,3%,0%,-17%,2%,3,-0.1%,0,0%,-1,3
Cc1cc(/C=C(\C#N)C(=O)N2CCCCC2)cc(C)c1O,-10%,0%,?,25%,.,13,-0.6%,1,-1%,-17,-6
COc1cc(C(=O)Nc2cccnc2)cc(OC)c1OC,0%,1%,-2%,-4%,-3%,-1,-0.5%,0,0%,0,-10
COc1ccc(Cl)cc1NC(=O)CNc1ccccc1CN(C)C1CCCCC1,2%,0%,2%,11%,5%,-14,-0.1%,-2,-2%,-5,41
CN1CCN(C(=O)/C(=C\c2cccs2)NC(=O)c2cccs2)CC1,1%,-2%,-1%,0%,-13%,4,-0.4%,-1,2%,-48,-13
O=C1C(Nc2ccccc2)=C(N2CCCCC2)C(=O)c2ccccc21,-5%,1%,?,-5%,0%,16,-0.2%,-50*,-1%,1,-8
O=C(Cn1nnc2ccccc2c1=O)NCCc1ccc(Cl)cc1Cl,0%,-10%,-6%,4%,0%,9,0.4%,4,-4%,2,0
C=CCN(C(=O)c1cccc(N2C(=O)C3CC=CC(C)C3C2=O)c1)c1ccccc1 (stereo not given),5%,3%,?,-7%,-4%,-1,0.1%,2,0%,-6,6
CN=c1scc(-c2ccccc2F)n1/N=C/c1ccc[nH]1,-10%,1%,?,1%,-21%,?,0.0%,-1,6%,-22,8
Cc1cc(C)cc(-c2nnc(SCC(=O)NC3CC3)o2)c1,5%,-1%,-5%,3%,.,?,0.1%,.,.,-9,-4
CCCCNC(=O)CN1C(=O)NC2NC(=O)NC21 (stereo not given),4%,0%,1%,3%,-3%,-9,0.7%,1,1%,8,26
Cn1ncc(C#N)c1NC(=O)C1CC(c2ccc(Cl)c(Cl)c2)=NO1 (stereo not given),-1%,-1%,-8%,-5%,-5%,11,-0.4%,4,2%,5,8
COc1cc(NC(=O)CN2C(=O)C(C)N(c3ccc(C)cc3)C2=O)cc(OC)c1 (stereo not given),18%,-1%,-7%,-19%,.,-9,0.0%,.,.,-2,-8
COc1cc2c(=O)n(CC3CCCO3)c(=O)n(CC(=O)Nc3cccc(Cl)c3)c2cc1OC (stereo not given),2%,2%,?,33%,-1%,8,-0.4%,1,2%,-9,10
CCc1ccccc1NC(=S)N(Cc1cccc(C)c1)c1cccnc1,-1%,4%,0%,?,.,21,0.2%,3,1%,5,3
Cc1ccc(CSCC(=O)N(C)CC(=O)Nc2ccccc2C(F)(F)F)cc1,-1%,0%,-6%,-7%,.,7,-1.2%,.,.,4,1

# 3 entries from above, ordered by the value under uPA surface inh, low to high.
SMILES	uPA surface inh	Eya2 phos inh	PKM2 act	B2AR arrestin	GALK inh
CCc1ccccc1NC(=S)N(Cc1cccc(C)c1)c1cccnc1	-1%	?	.	0.2%	1%
COc1cc2c(=O)n(CC3CCCO3)c(=O)n(CC(=O)Nc3cccc(Cl)c3)c2cc1OC (stereo not given)	2%	33%	-1%	-0.4%	2%
COc1cc(NC(=O)CN2C(=O)C(C)N(c3ccc(C)cc3)C2=O)cc(OC)c1 (stereo not given)	18%	-19%	.	0.0%	.
